C2C12 statin: protects C2C12 myotubes from simvastatin toxicity; ATP luminescence, 48 h; scaled: DMSO 0, geranylgeraniol control 100; rescue of ATP level, % at 7.49 µM; 0.78% of 330,000 active;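 active = mean ATP rescue above about 67%, or every replicate alone reaching that limit, limit read from the data, passing the limit was not always enough; inconclusive = no clear call, values can overlap the other calls; inactive = mean under the limit and some replicate under it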;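 also: myotubes were challenged with 10 µM simvastatin during compound exposure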
PGC1a acetyl inh: modulators of PGC1a acetylation; U2OS PGC1a acetylation, AlphaScreen anti-acetyl-lysine; with virally co-expressed GCN5 acetyltransferase; inhibition, % at 15.6 µM; 0.17% of 350,000 active;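 active = every replicate shows inhibition of at least 40%; inconclusive = mean inhibition at least 40% but some replicate below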;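 also: 0% = neutral control wells and 100% = positive control wells; some results beyond the cut were filed as inactive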
Cneo AK release: causes C. neoformans cell lysis | 0.2% of 360,000 active | lysis activity, % at 15 µM | adenylate kinase release luminescence, 4 h; normalised: neutral wells 0, clomiphene wells 100;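 active = mean lysis activity across replicates of at least 80%, whatever share of replicates individually reach that level; inactive = mean lysis activity below 80%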
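read-out = cell lysis signal | test system = log-phase Cryptococcus neoformans yeast cells | input = cells at 5 × 10^6 per mL | medium = fresh YPD growth medium | signal = luminescent adenylate kinase detection reagent | timing = 4 h at 37 °C static, read 1 h later | dosing = single dose | controls = Clomiphene as positive lysis control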
The depositor's hits bear a star; ? = inconclusive. An excerpt; the hit share may differ from the screen's.

SMILES	C2C12 statin	PGC1a acetyl inh	Cneo AK release
CCn1c(N)c(C(=O)NCCCOC)sc1=S	-3	9	-2
O=C(O)c1cc2nc(-c3ccccc3)cc(C(F)(F)F)n2n1	14	3	1
C/C(=N/NC(=O)c1ccc2c(c1)OCO2)c1cccc(NC(=O)C(C)(C)C)c1	111*	18	3
CC1CC(C)CN(C(=O)c2cc3c(s2)CCC3)C1 (centres undefined)	-7	5	0
CCN(CC)C(=O)C1CCCN(Cc2cccc(F)c2)C1 (centres undefined)	0	2	0
COc1ccc(/C=N/N=C/c2ccc(OC)c(OC)c2)cc1OC	8	0	0
CN(C)CCN1C(=O)C(O)=C(C(=O)c2ccco2)C1c1ccccc1F (centres undefined)	-1	15	-3
O=C(c1ccc([N+](=O)[O-])cc1)n1nc(-c2ccccc2)nc1NCc1ccccc1	-2	-12	1
CCC(C(=O)O/N=C(\N)c1ccc(Cl)cc1)c1ccccc1 (centres undefined)	?	-9	1
Cn1c(=O)n(CCCOc2ccc(Br)cc2)c2ccccc21	12	4	-5
O=C(CNC(=O)c1ccccc1)NC1(C(=O)NC2CCCC2)CCCCC1	-3	-1	2
C=CCN(CC=C)S(=O)(=O)c1ccc(NC(=S)NC(=O)/C=C/c2ccc(C)cc2)cc1	-5	-7	-3
CC(C)(C)C(=O)OCc1cn(-c2ccc(Cl)cc2)nn1	3	5	-7
O=C(c1ccccc1)N1CCCC(C(=O)N2CCc3ccccc3C2)C1 (centres undefined)	8	-5	2
CC(=O)c1ccc(N2CCC(c3cc(-c4ccc(Cl)cc4)n[nH]3)CC2)c([N+](=O)[O-])c1	3	-8	1
CCN(CC)c1cc2nonc2c2nonc12	13	9	0
CCOC(=O)N1CCN(C(=O)CCSCCc2ccncc2)CC1	7	19	3
Cc1ccc(S(=O)(=O)N2CCOCC2)cc1NC(=O)COC(=O)CCC(=O)c1cccs1	1	0	-3
COc1ccc(C(=O)Nc2cccc(N(C)S(C)(=O)=O)c2)cc1OC	-6	7	-3
CCOC(=O)C1=C(c2ccccc2)OC(N)=C(C#N)C1C(C)C (centres undefined)	3	10	-1
CCSc1nc(-c2ccco2)ccc1C#N	-13	5	0
CCN(CC)C(=O)C(=O)c1cccn1-c1ccccc1C#N	18	-5	5
O=C(c1ccco1)N1CCN(c2ncnc3scc(-c4ccc(F)cc4)c23)CC1	17	9	-2
CCOc1ccc2[nH]cc(C(=O)N3CCN(C4CCCCC4)CC3)c(=O)c2c1	-20	-1	-1

Reformatted bar-delimited: part of the list above.
smiles | C2C12 statin | PGC1a acetyl inh | Cneo AK release
O=C(c1ccccc1)N1CCCC(C(=O)N2CCc3ccccc3C2)C1 (centres undefined) | 8 | -5 | 2
CC(=O)c1ccc(N2CCC(c3cc(-c4ccc(Cl)cc4)n[nH]3)CC2)c([N+](=O)[O-])c1 | 3 | -8 | 1
CCN(CC)c1cc2nonc2c2nonc12 | 13 | 9 | 0
CCOC(=O)N1CCN(C(=O)CCSCCc2ccncc2)CC1 | 7 | 19 | 3
Cc1ccc(S(=O)(=O)N2CCOCC2)cc1NC(=O)COC(=O)CCC(=O)c1cccs1 | 1 | 0 | -3

Next results
SMILES	C2C12 statin	PGC1a acetyl inh	Cneo AK release
Cc1ccc(C)c(SCC(=O)OCC(=O)Nc2ccc(S(=O)(=O)N3CCOCC3)cc2)c1	9	1	-1
Cc1cc(C)c(S(=O)(=O)NCc2ccncc2)c(C)c1	-11	13	3
CCCn1c(SCC(=O)NCCc2ccccc2)nnc1-c1ccco1	5	5	2
O=C(CN1C(=O)COc2ccccc21)c1cccc(Cl)c1	2	-2	-2
C=CC(=O)Nc1ccc(CN2C(=O)N(c3c(Cl)c(OC)cc(OC)c3Cl)Cc3cnc(NCCCCN(CC)CC)nc32)cc1	-96	8	1
O=C(COC(=O)C12CC3CC(CC(C3)C1)C2)NC12CC3CC(CC(C3)C1)C2	-6	-5	2
CCOC(=O)c1c(C2CC2)csc1NC(=O)CSCc1c(C)noc1C	0	-1	1
O=c1c2ccccc2nc(SCc2nc(-c3ccccc3)no2)n1-c1ccc(F)cc1	2	-10	-1
Cc1cc(C)n(-c2ccc(C(=O)OCC(=O)N(CC(C)C)C3CCS(=O)(=O)C3)cc2)n1 (centres undefined)	-3	15	-2
CC(=O)N(Cc1cccnc1)Cc1cc2ccccc2[nH]c1=O	-5	-14	0
CCOC(=O)C1CCCN(C(=O)c2cc3nc(-c4cccc(OC)c4)cc(C(F)(F)F)n3n2)C1 (centres undefined)	9	8	1
C/C(N)=C(/C#N)C(=O)COC(=O)CCC1CCCC1	-1	-12	-1
C1=CC2c3ccccc3NC(c3ccncc3)C2C1 (centres undefined)	10	-11	1
O=S(=O)(c1ccc(Cl)c(C(F)(F)F)c1)N1CCN(CC(O)COCC2CCCO2)CC1 (centres undefined)	-17	-4	4
COc1ccc(N2C(=O)CC(Sc3ncccc3C(=O)O)C2=O)cc1 (centres undefined)	10	-6	0
CCn1c(SCC(=O)c2ccc(Cl)cc2)nnc1C(C)C	-7	13	0
NS(=O)(=O)c1ccc(NC=C2C(=O)OC3(CCCCC3)OC2=O)cc1	-12	10	1
CCOC(=O)C(CSCc1ccccc1)NC(=O)OC(C)(C)C (centres undefined)	6	7	1
O=C(O)c1ccc(COc2c(F)c(F)cc(F)c2F)cc1	7	2	-2
COc1ccc(OCCSc2nc3ccccc3n2CC(=O)O)cc1	1	3	-1
CC1=C(c2ccccc2)[N+](=O)C2(CCCC2)N1[O-]	1	8	0
CC1=C(C)CC(C(=O)NCCc2ccccc2)C(C(=O)O)C1 (centres undefined)	-6	-4	6
CCCCOC(=O)C1=C(C)Nc2ncnn2C1c1ccc(OCC)c(OC)c1 (centres undefined)	48	-14	6
O=C1CC(c2cccc(Cl)c2)Cc2nc(N3CCOCC3)ncc21 (centres undefined)	-8	-22	0

Filtered by structure, the compounds so far with an NH in an aromatic ring (3)
SMILES	C2C12 statin	PGC1a acetyl inh	Cneo AK release
CC(=O)c1ccc(N2CCC(c3cc(-c4ccc(Cl)cc4)n[nH]3)CC2)c([N+](=O)[O-])c1	3	-8	1
CCOc1ccc2[nH]cc(C(=O)N3CCN(C4CCCCC4)CC3)c(=O)c2c1	-20	-1	-1
CC(=O)N(Cc1cccnc1)Cc1cc2ccccc2[nH]c1=O	-5	-14	0

Next compounds follow.
SMILES	C2C12 statin	PGC1a acetyl inh	Cneo AK release
O=[N+]([O-])c1ccc(CSc2nnc(-c3cnccn3)o2)cc1	-3	6	2
CCOC(=O)c1c(C)[nH]c(C)c1C(=O)COC(=O)c1ccc(Cl)c(S(=O)(=O)NCc2ccccc2)c1	5	-14	0
COc1ccc(CN2CCN(C(=O)c3ccco3)CC2)cc1	-3	-9	-2
O=C(CSc1nnnn1-c1ccccc1)Nc1ccc(N2CCOCC2)c(Cl)c1	-15	3	0
Cc1nn(-c2ccccc2)c2c1C(c1cccs1)C(C#N)=C(N)O2 (centres undefined)	2	-5	-3
CCCC1S/C(=N/N=C/c2ccc(OC)cc2)N(Cc2ccc(OC)cc2)C1=O (centres undefined)	-7	-9	1
Cc1ccc(NC(=O)CN(C)C(=O)CCCN2C(=O)c3ccccc3C2=O)cc1	-2	-2	-1
CCCn1c(-c2ccccc2)nc2c(=O)n(C)c(=O)[nH]c21	0	4	4
O=C(COc1ccccc1)N1CCN(C(=O)Cc2ccccc2)CC1	28	5	2
CCOC(=O)N1CCN(C(=O)Nc2ccc3nc(C)sc3c2)CC1	21	10	-3
COc1cccc(NC(=O)N2CCCC2C(=O)Nc2ccc3c(c2)OCO3)c1 (centres undefined)	17	-13	-1
COC(=O)c1cc(S(=O)(=O)N2CCN(C3CCCCC3)CC2)c[nH]1	1	-11	0
CCOc1ccccc1Nc1ncccc1C(=O)O	11	-2	-2
COc1ccc(CNC(=O)COC(=O)c2cnccn2)cc1	8	-25	0
COC(=O)c1sc(NC(=O)C2CCCO2)c(C(=O)OC)c1C (centres undefined)	3	-15	-4
CC(C)(C)NC(=O)C(c1ccsc1)N(CCc1ccccc1)C(=O)Cn1nnc2ccccc21 (centres undefined)	-20	-32	1
CS(=O)(=O)N(CC(O)Cn1c2ccccc2c2ccccc21)c1ccccc1 (centres undefined)	13	-8	-1
COc1cc(C(=O)Oc2ccccc2/C=N/NC(=O)c2ccc(C)cc2)cc(OC)c1OC	27	49	1
Cc1ccccc1CSCCNC(=O)c1ccc(N(C)S(=O)(=O)c2ccccc2)cc1	0	-20	-3
O=C(NC(=S)N(CCCCO)C1CCCCC1)c1sc2ccccc2c1Cl	-69	-21	-5
CCn1c(/N=C/c2ccccc2NS(=O)(=O)c2ccc(C)cc2)nc2ccccc21	-7	11	13
CCn1c(SCC(=O)N2CCN(S(=O)(=O)c3ccccc3)CC2)nnc1-c1cccs1	5	3	-2
COc1ccc(OC)c(NC(=S)N2CCN(c3ccccn3)CC2)c1	-5	15	-1
O=C(Nc1ccc(N2CCCCC2)cc1)c1ccc2c(c1)OCCO2	-3	-9	-3
O=[N+]([O-])c1cc2c(cc1C=Nc1ccccc1)OCO2	4	2	0
Cc1ccccc1OCC(O)Cn1nnc2ccccc21 (centres undefined)	-1	-14	-2
Cc1[nH]nc2c1C(c1ccc3c(c1)OCO3)C(C#N)=C(N)O2 (centres undefined)	-3	-12	1
CCN(CC)C(=O)CSc1nnc([C@@H](NC(=O)OC(C)(C)C)C(C)C)o1	-5	-7	3
COc1ccc2oc(=O)c(C(=O)N3CCN(c4ccccc4F)CC3)cc2c1	-7	-14	5
O=C(NC1CCCC1)C(c1ccc(N2CCOCC2)cc1)N(Cc1ccccc1)C(=O)c1ccco1 (centres undefined)	4	2	-1
Cc1cccc(Oc2ccccc2NC(=O)c2cnccn2)c1	0	-13	-1
CCOC(=O)N1CCC(NC(=O)c2cc(S(=O)(=O)N3CCC4(CC3)OCCO4)ccc2F)CC1	-12	-14	2
COC(=O)c1cscc1NC(C)=O	-4	6	-1
C[C@H](N)c1nnc(SCC(=O)N(C)C)o1	-9	9	11
O=C1CNC(=O)/C1=C/c1ccc(O)cc1	-21	-9	-1
CC(C)NC(=O)CSc1nnc(-c2ccncc2)n1-c1ccccc1	-3	-3	0
O=C1OC2CC3CC1CC(O)(C3)C2 (centres undefined)	-4	2	0
Cc1ccc(C(c2nnnn2C2CCCC2)N2CCN(c3nc4ccccc4s3)CC2)cc1 (centres undefined)	19	4	0
O=C(Nc1nnc(SCc2ccccc2)s1)c1cccs1	-4	-11	-4
CNC(=O)c1csc(-c2ccc(C)cc2)n1	-13	1	1
COC(=O)c1cccc(NC(=O)CSc2nc(=O)cc(N)n2-c2ccccc2)c1	-1	-4	0
Cc1cc(NC(=O)c2ccco2)ncc1NC(=O)CCc1ccccc1	-21	4	1
COC(=O)CSC1=C(C#N)C(c2ccccc2OC)C(C(=O)OC)C(=O)N1 (centres undefined)	7	-1	9
CCc1nc(N2CCN(S(=O)(=O)c3ccc(Br)cc3)CC2)c2c(C)c(C)sc2n1	28	6	-1
CS(=O)(=O)N1CCN(c2ccc(NC(=O)c3cccnc3Cl)cc2)CC1	4	4	-1
Cc1cc(C)nc(N(C#N)CN2C(=O)c3ccccc3S2(=O)=O)n1	6	10	-2
O=C(Nc1cccc(F)c1)C1CC(=O)N(c2ccc(Cl)cc2)C1 (centres undefined)	-24	5	0
COc1cc(NC(=O)c2ccco2)c(OC)cc1NC(=O)CSc1ncc(-c2ccc(F)cc2)[nH]1	14	-10	6
CCOC(=O)CCSc1nc(-c2ccccc2)cc(C(F)(F)F)n1	1	-5	5
CCN1CCN(c2nc3ccccc3nc2C(C#N)C(=O)OC2CCCCC2)CC1 (centres undefined)	-23	4	6
CCOCC(=O)NCc1ccc2c(c1)OCO2	76*	-3	2
O=C1/C(=C/c2cccnc2)Oc2cc(OS(=O)(=O)c3ccccc3)ccc21	-11	-6	1
Cc1cc(C(=O)Nc2c(C)n(C)n(-c3ccccc3)c2=O)c(C)o1	-7	1	1
Cc1cccc(Cn2cnc3ccccc32)c1	3	18	11
COc1ccc(-c2c(C#N)c(N)nc3c2CCCC3)cc1OC	-13	3	3
CNc1oc(-c2cccc3ccccc23)nc1C#N	-31	-14	-5
O=C(O)CCN1C(=O)NC2(CCCC2)C1=O	3	-3	1
CC(C)N1CC(C(=O)Nc2ccccc2)CC1=O (centres undefined)	1	13	-3
CC(=O)N1CCc2cc(S(=O)(=O)NCCC(=O)Nc3cc(C)cc(C)c3)ccc21	4	-13	0
COC(=O)c1ccc(CC(=O)c2c(C)cc(O)cc2O)o1	-6	-12	14

Some of these compounds in order of molecular weight, highest first:
SMILES	C2C12 statin	PGC1a acetyl inh	Cneo AK release
Cc1cc(C(=O)Nc2c(C)n(C)n(-c3ccccc3)c2=O)c(C)o1	-7	1	1
COC(=O)c1ccc(CC(=O)c2c(C)cc(O)cc2O)o1	-6	-12	14
Cc1cccc(Cn2cnc3ccccc32)c1	3	18	11

Further records.
SMILES	C2C12 statin	PGC1a acetyl inh	Cneo AK release
CCOC(=O)N1CCN(C(=O)c2ccc3c(=O)n(CCOC)c(=O)[nH]c3c2)CC1	-6	-4	2
Cc1cc(SCC(=O)Nc2ccccc2)nc(C)n1	9	1	2
CCN(CC)c1nc2n(c(=S)n1)CCS2	21	-2	-1
COc1ccc(-c2nnc(SCC(=O)OC3CCCCC3)o2)cc1OC	22	8	2
Cc1ccc(/C=N/NC(=O)CC2N=C(Cc3ccccc3)NNC2=O)cc1 (centres undefined)	-6	15	0

Screens as filed in PubChem BioAssay.
